From PubChem
TcdB GH inh – inhibitors of Clostridioides difficile toxin B glycohydrolase; inhibition, % at 9.99 µM; AID 652162; TcdB glycohydrolase enzymatic assay, plate reader; 350,000 tested, 0.24% active; P18177; in the data active = inhibition above about 10%
Target sequence (P18177 whole entry, looked up): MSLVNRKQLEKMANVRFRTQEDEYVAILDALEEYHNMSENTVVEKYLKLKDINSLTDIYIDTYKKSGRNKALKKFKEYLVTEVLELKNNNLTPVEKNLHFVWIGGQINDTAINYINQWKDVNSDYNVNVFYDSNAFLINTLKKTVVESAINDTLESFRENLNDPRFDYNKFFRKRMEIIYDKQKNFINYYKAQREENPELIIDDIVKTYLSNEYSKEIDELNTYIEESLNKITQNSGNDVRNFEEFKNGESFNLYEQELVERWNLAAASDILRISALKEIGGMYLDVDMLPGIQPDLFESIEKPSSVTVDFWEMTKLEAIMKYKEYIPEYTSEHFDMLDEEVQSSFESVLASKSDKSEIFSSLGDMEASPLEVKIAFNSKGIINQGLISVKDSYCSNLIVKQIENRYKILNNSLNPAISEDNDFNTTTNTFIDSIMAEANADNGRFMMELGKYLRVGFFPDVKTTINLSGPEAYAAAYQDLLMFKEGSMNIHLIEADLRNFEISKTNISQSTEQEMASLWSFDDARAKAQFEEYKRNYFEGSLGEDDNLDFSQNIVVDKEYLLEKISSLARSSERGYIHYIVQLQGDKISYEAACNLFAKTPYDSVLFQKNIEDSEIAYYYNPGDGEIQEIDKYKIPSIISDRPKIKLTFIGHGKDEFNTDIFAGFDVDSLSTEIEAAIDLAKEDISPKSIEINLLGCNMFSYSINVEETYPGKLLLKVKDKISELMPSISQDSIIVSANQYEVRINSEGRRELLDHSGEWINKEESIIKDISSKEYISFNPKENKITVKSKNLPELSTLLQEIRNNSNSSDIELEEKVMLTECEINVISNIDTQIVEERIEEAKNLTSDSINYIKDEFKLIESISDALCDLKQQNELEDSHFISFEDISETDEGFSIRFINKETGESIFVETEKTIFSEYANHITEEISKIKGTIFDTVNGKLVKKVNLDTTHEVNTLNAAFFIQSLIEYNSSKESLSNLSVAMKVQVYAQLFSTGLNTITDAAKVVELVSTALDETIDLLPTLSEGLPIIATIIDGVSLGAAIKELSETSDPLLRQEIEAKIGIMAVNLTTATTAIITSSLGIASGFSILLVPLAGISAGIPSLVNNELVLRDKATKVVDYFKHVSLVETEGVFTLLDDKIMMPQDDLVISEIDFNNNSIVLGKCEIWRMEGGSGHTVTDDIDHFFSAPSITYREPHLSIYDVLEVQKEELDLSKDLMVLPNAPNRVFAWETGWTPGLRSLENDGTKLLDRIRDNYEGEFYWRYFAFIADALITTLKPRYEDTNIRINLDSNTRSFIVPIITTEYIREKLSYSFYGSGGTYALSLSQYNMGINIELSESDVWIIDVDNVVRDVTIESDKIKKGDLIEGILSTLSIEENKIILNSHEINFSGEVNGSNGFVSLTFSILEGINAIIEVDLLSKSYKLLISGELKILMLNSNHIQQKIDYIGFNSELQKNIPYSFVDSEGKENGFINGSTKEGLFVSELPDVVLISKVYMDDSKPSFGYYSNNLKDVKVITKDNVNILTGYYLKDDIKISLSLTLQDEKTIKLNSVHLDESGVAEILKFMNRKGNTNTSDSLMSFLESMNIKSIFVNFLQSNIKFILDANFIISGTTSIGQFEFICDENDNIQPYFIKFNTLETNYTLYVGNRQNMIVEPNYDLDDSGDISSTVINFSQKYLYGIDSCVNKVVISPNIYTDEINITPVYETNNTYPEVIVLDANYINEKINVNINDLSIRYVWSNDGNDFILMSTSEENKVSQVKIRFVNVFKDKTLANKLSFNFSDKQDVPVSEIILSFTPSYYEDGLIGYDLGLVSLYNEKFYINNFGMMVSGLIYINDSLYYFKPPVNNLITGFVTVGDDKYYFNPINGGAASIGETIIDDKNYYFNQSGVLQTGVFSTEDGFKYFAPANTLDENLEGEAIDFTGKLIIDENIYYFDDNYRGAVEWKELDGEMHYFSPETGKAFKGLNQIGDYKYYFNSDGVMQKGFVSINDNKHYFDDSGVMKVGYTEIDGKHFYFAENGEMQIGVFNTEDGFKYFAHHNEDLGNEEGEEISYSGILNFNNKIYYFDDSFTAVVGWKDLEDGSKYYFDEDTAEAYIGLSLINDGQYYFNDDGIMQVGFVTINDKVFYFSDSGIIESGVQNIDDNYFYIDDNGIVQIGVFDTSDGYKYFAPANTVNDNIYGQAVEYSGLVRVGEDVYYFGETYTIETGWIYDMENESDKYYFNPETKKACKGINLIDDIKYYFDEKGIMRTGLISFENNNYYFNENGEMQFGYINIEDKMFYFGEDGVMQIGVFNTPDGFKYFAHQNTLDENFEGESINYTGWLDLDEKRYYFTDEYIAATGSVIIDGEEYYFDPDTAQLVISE
* marks the source's active call; other numbers are inactive results. Not all compounds are listed. The share of hits here may be higher or lower than overall.

SMILES	TcdB GH inh
C[C@@H]1CN([C@H](C)CO)C(=O)Cc2cc(NC(=O)C3CCCCC3)ccc2O[C@@H]1CN(C)S(=O)(=O)c1cn(C)cn1	0.6
O=C(CN1CCOCC1)N1CC(=O)N2[C@@H](CO)[C@H](c3ccc(-c4ccccc4)cc3)[C@@H]2C1	1.2
CCS(=O)(=O)N1CC(=O)N2[C@H](CO)[C@@H](c3ccc(C#CCc4ccccc4)cc3)[C@H]2C1	-0.2
O=C(C[C@@H]1C[C@H]2c3cc(NS(=O)(=O)c4ccc(F)cc4)ccc3O[C@H]2[C@H](CO)O1)N1CCCCC1	0.1
O=C(C[C@H]1CC[C@H]2[C@@H](COC[C@H](O)CN2Cc2ccc(C(F)(F)F)cc2)O1)NCCc1ccccc1	0.1
O=C(O)C[C@H]1CC[C@@H](NC(=O)c2ccncc2)[C@@H](CO)O1	-0.6
O=C(C[C@H]1C[C@@H]2c3cc(NS(=O)(=O)c4ccc(F)cc4)ccc3O[C@@H]2[C@H](CO)O1)N1CCOCC1	2.2
COc1cccc(NC(=O)N[C@@H]2C=C[C@H](CC(=O)N3CCOCC3)O[C@@H]2CO)c1	-1.5
Cc1noc(C)c1S(=O)(=O)Nc1cccc2c1O[C@H](CN(C)S(=O)(=O)c1ccccc1)[C@H](C)CN([C@@H](C)CO)C2=O	0.4
COc1ccccc1C#Cc1ccc([C@H]2[C@@H](C#N)N(C(=O)C3CCC3)[C@@H]2CO)cc1	-0.1
CO[C@H]1CN(C)C(=O)c2cc(NS(=O)(=O)CC(F)(F)F)ccc2OC[C@@H](C)N(Cc2nccs2)C[C@@H]1C	-0.9
COc1ccc(NC(=O)N(C)C[C@@H]2Oc3ccc(NC(=O)Cc4ccccc4)cc3CC(=O)N([C@H](C)CO)C[C@@H]2C)cc1	-1.1
C[C@@H]1CN([C@H](C)CO)S(=O)(=O)c2ccc(-c3cccc(C#N)c3)cc2O[C@H]1CN(C)C	0.9
CN(C)CC(=O)N[C@H]1CC[C@H](CCNC(=O)Nc2ccc(F)cc2)O[C@@H]1CO	0.9
C[C@H](CO)N1C[C@H](C)[C@@H](CN(C)S(=O)(=O)c2cccs2)Oc2ccc(NS(=O)(=O)c3ccc(Cl)cc3)cc2CC1=O	-0.4
O=C(c1ccccc1F)N1CC(=O)N2[C@H](CO)[C@@H](c3ccc(-c4cccnc4)cc3)[C@H]2C1	1.1
Cc1noc(C)c1NC(=O)Nc1ccc2c(c1)CC(=O)N([C@H](C)CO)C[C@@H](C)[C@@H](CN(C)Cc1ccc(C(F)(F)F)cc1)O2	-0.8
C[C@@H]1CCCCO[C@H](CN(C)S(=O)(=O)c2ccccc2)[C@H](C)CN([C@@H](C)CO)C(=O)c2cc(NC(=O)CCCN(C)C)ccc2O1	-0.5
CCCNC(=O)N[C@@H]1C=C[C@H](CC(=O)N2CCN(C)CC2)O[C@@H]1CO	-0.6
OC[C@@H]1[C@H](c2ccccc2)C2(CN(Cc3nccs3)C2)N1CCC(F)(F)F	1.8
Cc1noc(C)c1NC(=O)Nc1cccc2c1O[C@@H](CN(C)Cc1ccc(C(=O)O)cc1)[C@H](C)CN([C@@H](C)CO)C2=O	0.2
O=C(C[C@H]1CC[C@@H]2[C@H](COC[C@@H](O)CN2C(=O)Nc2ccc(C(F)(F)F)cc2)O1)NCCc1ccncc1	-0.1
Cc1cc(C(=O)Nc2cccc3c2O[C@H](CN(C)C(=O)NC(C)C)[C@@H](C)CN([C@@H](C)CO)C3=O)n(C)n1	-0.7
COCC(=O)N1CC2(CCN(Cc3nccs3)CC2)c2c(n(C)c3cc(OC)ccc23)[C@H]1CO	0.9
O=C(C[C@@H]1C=C[C@@H](NC(=O)c2ccncc2)[C@H](CO)O1)Nc1ccc(-c2ccccc2)cc1	-1.5

Additional structures
SMILES	TcdB GH inh
O=S(=O)(c1cccs1)N1CCCCN2[C@H](CO)[C@@H](c3ccc(Br)cc3)[C@H]2C1	0.5
O=C(NCC[C@H]1CC[C@H](NS(=O)(=O)c2ccc(Oc3ccccc3)cc2)[C@H](CO)O1)C1CC1	0.1
Cc1noc(C)c1S(=O)(=O)N(C)C[C@H]1OCCCC[C@H](C)Oc2ccc(NS(C)(=O)=O)cc2C(=O)N([C@H](C)CO)C[C@H]1C	-7.0
C[C@@H]1CCCCO[C@H](CN(C)S(=O)(=O)c2ccc(F)cc2)[C@@H](C)CN([C@@H](C)CO)C(=O)c2cc(NC(=O)c3ccccc3)ccc2O1	0.7
CN(C)C(=O)C[C@H]1C=C[C@@H](NC(=O)NC2CCCC2)[C@@H](CO)O1	-0.2
C[C@@H]1CN([C@H](C)CO)C(=O)c2cc(NC(=O)c3ccncc3)ccc2O[C@@H]1CN(C)Cc1ccc(-c2ccccc2)cc1	1.2
COCC(=O)N(C)C[C@H]1Oc2cc(-c3cncnc3)ccc2S(=O)(=O)N([C@@H](C)CO)C[C@H]1C	0.0
C/C=C/c1ccc([C@H]2[C@@H](CO)N(C(=O)NC3CCCCC3)[C@H]2C#N)cc1	-6.4
CC(C)NC(=O)N(C)C[C@H]1OCCCC[C@@H](C)Oc2ccc(NS(=O)(=O)c3cccs3)cc2C(=O)N([C@@H](C)CO)C[C@H]1C	1.4
COc1ccc(NC(=O)Nc2ccc3c(c2)[C@H]2C[C@@H](CC(=O)NCC4CC4)O[C@@H](CO)[C@H]2O3)cc1	-0.9
CN(C)CCCNC(=O)C[C@H]1CC[C@@H](NS(=O)(=O)c2ccc(F)cc2)[C@H](CO)O1	-0.3
C[C@@H]1CN([C@@H](C)CO)C(=O)c2cc(/C=C/c3ccccc3)cnc2O[C@@H]1CN(C)C(=O)C1CCOCC1	1.7
O=C(c1cccnc1)N1C[C@@H]2[C@H](c3ccccc31)[C@@H](CO)N2C(=O)C1CCCCC1	0.6
C[C@@H]1CCCCO[C@H](CN(C)CC2CC2)[C@H](C)CN([C@@H](C)CO)C(=O)c2cc(NS(=O)(=O)c3cccs3)ccc2O1	-1.4
O=C(C[C@H]1C[C@@H]2c3cc(NC(=O)Cc4ccncc4)ccc3O[C@@H]2[C@H](CO)O1)NCC1CC1	-0.3
C[C@@H]1CN([C@H](C)CO)C(=O)c2cccc(NC(=O)c3ccc(-c4nccs4)cc3)c2O[C@H]1CN(C)Cc1ccc(Oc2ccccc2)cc1	-6.9
CCCNC(=O)N[C@@H]1C=C[C@H](CC(=O)NC2CCCCC2)O[C@@H]1CO	0.2
O=C(C[C@@H]1CC[C@@H]2[C@H](COC[C@H](O)CN2CC2CCCC2)O1)NCC1CC1	-2.2
C[C@@H]1CN([C@H](C)CO)S(=O)(=O)c2ccc(C#Cc3ccccc3F)cc2O[C@@H]1CN(C)C	-0.1
C[C@H]1CCCCO[C@H](CN(C)S(=O)(=O)c2ccc(Cl)cc2)[C@@H](C)CN([C@@H](C)CO)C(=O)c2cc(NS(C)(=O)=O)ccc2O1	-0.1
COc1ccccc1S(=O)(=O)N[C@@H]1CC[C@H](CCNC(=O)C2CC2)O[C@H]1CO	0.3
COc1ccc(C#Cc2ccc([C@@H]3[C@@H](CO)N4CCCCN(C(=O)Cc5cccnc5)C[C@H]34)cc2)cc1	0.7
CCNC(=O)c1cc2c(c(-c3cccc(-c4cccc(C(=O)N(C)C)c4)c3)n1)[C@@H](CCO)N([S@](=O)C(C)(C)C)C2	-0.3
Cc1noc(C)c1S(=O)(=O)Nc1ccc2c(c1)C(=O)N([C@@H](C)CO)C[C@@H](C)[C@H](CN(C)Cc1ccc(C(=O)O)cc1)OCCCC[C@@H](C)O2	0.0
COCC(=O)N1CC(=O)N2[C@H](CO)[C@@H](c3ccc(-c4ccncc4)cc3)[C@H]2C1	-1.4

Other results follow.
SMILES	TcdB GH inh
COc1ccc(CN2CC3(CCN(C(=O)C4CCOCC4)CC3)c3c(n(C)c4cc(OC)ccc34)[C@H]2CO)cc1	3.5
Cc1noc(C)c1NC(=O)Nc1cccc2c1O[C@@H](CN(C)Cc1ccc(Cl)c(Cl)c1)[C@@H](C)CN([C@@H](C)CO)C2=O	-0.3
CN1c2ccc(C#Cc3cccnc3)cc2[C@@H]2[C@@H](CCN2S(=O)(=O)c2ccc(F)cc2)[C@H]1CO	-8.9
C[C@@H]1CN([C@H](C)CO)C(=O)c2cc(NC(=O)c3ccncc3)ccc2O[C@@H](C)CCCCO[C@@H]1CN(C)C(=O)C1CCCCC1	0.8
CN(C)C(=O)C[C@@H]1CC[C@H]2[C@@H](COC[C@H](O)CN2S(=O)(=O)c2ccccc2)O1	0.1
O=C(C[C@H]1C[C@@H]2c3cc(NC(=O)Nc4ccccc4)ccc3O[C@@H]2[C@H](CO)O1)NCc1ccncc1	-0.4
O=C(CCN1CCCCC1)NCC[C@H]1CC[C@@H](NC(=O)C2CCOCC2)[C@H](CO)O1	2.1
CO[C@H]1CN(C)C(=O)c2ccc(NS(=O)(=O)c3ccccc3C)cc2OC[C@H](C)NC[C@@H]1C	-0.2
C[C@H]1CN([C@@H](C)CO)C(=O)c2cccc(NC(=O)c3nc4ccccc4s3)c2O[C@@H]1CN(C)S(=O)(=O)c1ccc(F)cc1	-2.3
C[C@H](CO)N1C[C@H](C)[C@H](CN(C)S(=O)(=O)c2cccs2)Oc2c(NC(=O)c3cnccn3)cccc2C1=O	-0.3
COCC(=O)N[C@@H]1C=C[C@@H](CC(=O)NCc2ccccc2OC)O[C@@H]1CO	-0.3
COc1ccc(S(=O)(=O)Nc2cccc3c2O[C@@H](CN(C)CC2CC2)[C@H](C)CN([C@H](C)CO)C3=O)cc1	0.9
CO[C@@H]1CC[C@@H]2CCOc3c(C#N)cccc3C(=O)N(C)[C@@H](C)C(=O)N(C)C[C@H]1O2	0.3
CC(C)CC#Cc1cnc2c(c1)C(=O)N([C@H](C)CO)C[C@H](C)[C@@H](CN(C)C(=O)c1ccccc1)O2	0.9
O=C(Nc1ccc(C(F)(F)F)cc1)N[C@@H]1CC[C@@H](CCNC(=O)c2ccccc2F)O[C@@H]1CO	-0.5
CN1C(=O)c2cc(NC(=O)C3CCCC3)ccc2OC[C@H]2O[C@H](CC(=O)NCC3CC3)CC[C@H]21	-1.0
C[C@H]1CCCCO[C@H](CN(C)C(=O)Cc2ccccc2)[C@@H](C)CN([C@@H](C)CO)C(=O)c2cc(NS(=O)(=O)c3ccc(Cl)cc3)ccc2O1	-0.9
COc1ccccc1NC(=O)N[C@H]1CC[C@H](CCNS(=O)(=O)c2ccc(C)cc2)O[C@H]1CO	0.3
CCCC#Cc1ccc([C@@H]2[C@H]3CN(CCC)CCCCN3[C@H]2CO)cc1	0.6
C[C@@H]1CN([C@H](C)CO)C(=O)c2cc(C#CC3CCCCC3)cnc2O[C@@H]1CN(C)C(=O)NC1CCCC1	-7.4
O=C(C[C@H]1C[C@H]2c3cc(NC(=O)C4CCOCC4)ccc3O[C@H]2[C@@H](CO)O1)NCc1ccccn1	0.1
COCCN(C[C@@H]1[C@@H](c2ccccc2)[C@H](CO)N1C(=O)C1CC1)C(C)=O	-0.8
C[C@@H]1CN([C@H](C)CO)S(=O)(=O)c2ccc(-c3ccccc3F)cc2O[C@@H]1CN(C)CC1CC1	0.1
CCCC(=O)Nc1ccc2c(c1)OC[C@@H](C)N(Cc1ccc(F)cc1)C[C@@H](C)[C@H](OC)CN(C)C2=O	-0.4
Cc1noc(C)c1NC(=O)Nc1ccc2c(c1)C(=O)N([C@H](C)CO)C[C@@H](C)[C@H](CN(C)S(=O)(=O)c1ccc(F)cc1)OCCCC[C@@H](C)O2	1.0

(continued)
SMILES	TcdB GH inh
CO[C@H](CN(C)S(=O)(=O)c1ccccc1)[C@H](C)CN(Cc1ccccc1Cl)[C@@H](C)CO	-4.4
C[C@H]1CN([C@@H](C)CO)C(=O)c2cc(C#Cc3ccccn3)cnc2O[C@@H]1CN(C)Cc1cccnc1	0.9
CO[C@@H]1CN(C)C(=O)c2cc(NC(C)=O)ccc2OC[C@H](C)N(Cc2ccc(F)cc2)C[C@@H]1C	0.0
C[C@@H]1CN([C@H](C)CO)C(=O)c2cccc(NC(=O)Nc3cccc4ccccc34)c2O[C@H]1CN(C)C(=O)Nc1ccc(F)cc1	0.0
O=S(=O)(N[C@@H]1CC[C@H](CCn2cc(-c3cccnc3)nn2)O[C@H]1CO)c1ccc(Cl)cc1	-2.7
C[C@H](CO)N1C[C@H](C)[C@H](CN(C)C(=O)CC2CC2)Oc2cc(-c3cncnc3)ccc2S1(=O)=O	-0.3
CC(=O)N1CCCCN2[C@@H](CO)[C@@H](c3ccc(-c4ccncc4)cc3)[C@@H]2C1	0.1
C[C@@H]1CCCCO[C@@H](CN(C)Cc2ccc(C(=O)O)cc2)[C@H](C)CN([C@@H](C)CO)C(=O)c2cc(NS(=O)(=O)c3ccc(F)cc3)ccc2O1	-0.3
CCNC(=O)[C@H]1[C@H](CO)[C@H]2Cn3c(ccc(C4=CCCC4)c3=O)[C@@H]1N2Cc1ccncc1	-0.8
